Screens from PubChem.
BRCA1 expr up: increases BRCA1 expression; MCF7-BRCA1-FFLuc reporter, luminescence, 48 h; response scale: scaled: vehicle 0%, 10 µM genistein 100%; Potency, µM (highest dose often 46.1 µM), for the others: top-dose activation, hits mostly activators; hit rate 1.1% among 380,000; note: potency is the fitted concentration of half-maximal effect; nearly all actives have a fitted effect of over 80% in size; some results filed as inactive show a strong effect at the top dose
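48 h compound treatment of MCF7-BRCA1-FFLuc cells (phenol-red free MEM, 37 °C), then 15 min with luciferase substrate and luminescence imaging.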
p53 reactivation: mutant p53 re-activation in reporter cells; Potency, µM (highest dose often 92.2 µM), for the others: top-dose activity change, positive = activation, usual class: activators; H1299 p53-A138V BP100-luciferase reporter, luminescence, 24 h; hit rate 0.063% among 320,000; AID 504706; note: potency is the fitted concentration of half-maximal effect; % of control where 0% means no effect; nearly all actives have a fitted effect of over 45% in size
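H1299 (p53-null), stable ts p53-A138V + BP100-Luc; 1000 cells/well, Opti-MEM/10% FBS; cpd 4 pt, 1:5; 24 h, 37 deg C, 5% CO2; detection reagent 10 min RT; luminescence.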
USP2a inh: blocks human ubiquitin-specific protease USP2a; O75604; USP2 core, Ub-CHOP2 coupled fluorogenic reporter, 485/531; Potency, µM (series often up to 38.3 µM), for inactives: at the top dose activity change, negative = inhibition, hits mostly inhibitors; hit rate 0.01% among 330,000; AID 463254;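 note: potency is the fitted concentration of half-maximal effect; plate controls were DMSO wells for no effect and full inhibition by NEM control for full effect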
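Deubiquitinase activity read as fluorescence (485/531 nm) after Ub-CHOP2 cleavage activates the enterokinase reporter on its substrate; USP2 core 10nM, Ub-CHOP2 and substrate 25nM each, 30min compound preincubation then 60min RT; data normalized to NEM, curves fitted.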
ELG1 genotoxic: genotoxicity induction in ELG1-luciferase HEK293T cells | hit rate 1.3% among 330,000 | HEK293T ELG1-luciferase reporter, luminescence, 16 h | Potency, µM (top dose mostly 46 µM), for inactives: at the highest dose activity change, positive = activation, usual class: activators; note: potency is the fitted concentration of half-maximal effect; % of control where 0% means no effect; nearly all actives have a fitted effect of over 60% in size
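DMSO vehicle served as control against compound-treated ELG1-luciferase HEK293T cells; exposure lasted 16 hr at 37 °C and 5% CO2, followed by ONE-Glo luminescence detection after 30 min.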
TRPV1 agonist: activates the human vanilloid receptor TRPV1; TRPV1-expressing cells, Fluo-8 calcium influx, agonist mode; activation, % at 8.33 µM; AID 540275; hit rate 0.19% among 320,000; Q8NER1; in the data active = activation above about 80%; inconclusive = between about 30% and that limit; note: 0% is about no effect
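Cells expressing TRPV1 were dye-loaded with Fluo-8 and read kinetically: 10 s baseline, 3 min after compound (agonist portion), then 2 min after EC20 capsaicin (allosteric enhancer portion). Calcium-bound dye fluorescence at 480/520 nm.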
Eya2 inh: Eya2 (human) phosphatase inhibition; hit rate 0.006% among 330,000; Potency, µM (highest dose often 76.9 µM), for inactives: at the highest dose activity, negative = inhibition, usual class: inhibitors; AID 488837; O00167; recombinant Eya2, OMFP fluorescence dephosphorylation (OMFP is methylfluorescein phosphate); note: potency is the fitted concentration of half-maximal effect; % is set by controls: 0 for no effect and ±100 for the full control effect
Target sequence (O00167 whole entry, looked up): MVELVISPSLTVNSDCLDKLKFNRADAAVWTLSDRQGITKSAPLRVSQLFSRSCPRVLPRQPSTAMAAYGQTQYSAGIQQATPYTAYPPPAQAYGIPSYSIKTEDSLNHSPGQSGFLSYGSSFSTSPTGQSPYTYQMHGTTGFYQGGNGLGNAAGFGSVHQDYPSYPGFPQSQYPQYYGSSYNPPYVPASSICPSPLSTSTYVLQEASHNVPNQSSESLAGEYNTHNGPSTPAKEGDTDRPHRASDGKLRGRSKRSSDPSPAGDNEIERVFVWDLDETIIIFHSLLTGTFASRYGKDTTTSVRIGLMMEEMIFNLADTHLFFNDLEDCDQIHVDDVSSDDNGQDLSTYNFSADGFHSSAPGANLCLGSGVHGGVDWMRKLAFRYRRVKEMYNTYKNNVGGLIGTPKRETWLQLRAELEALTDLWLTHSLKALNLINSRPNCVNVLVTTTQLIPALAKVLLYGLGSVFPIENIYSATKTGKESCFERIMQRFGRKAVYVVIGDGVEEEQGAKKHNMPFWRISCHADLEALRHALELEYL
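Eya2 (0.2 uM) preincubated 10 min at ambient with compound, then OMFP substrate added at 50 uM; 10 min reaction in 50 mM HEPES pH 7.5, 50 mM NaCl, 5 uM MgCl2, 0.05% BSA, 1 mM DTT. Fluorescence read at Ex 485/Em 525 nm.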
PTAP TSG101 blk: blocks PTAP/TSG101 interaction to inhibit HIV-1 budding. Fluorescence polarization, FITC-PTAP peptide / Tsg101 binding. 340,000 tested, under 10 active. Q99816. Potency, µM (series often up to 115 µM), for inactives: at the highest dose activity change, negative = inhibition, usual class: inhibitors; active = well fitted inhibition curve with a large enough effect in the main read-out, with a control signal flat, not every such curve was filed as active; inconclusive = small, poorly fitted or top-dose-only effect, or effect the other way, or a change in a side signal; inactive = no such curve, though single readings can be large or run the other way; note: potency is the fitted concentration of half-maximal effect; % of control where 0% means no effect
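Compounds were pin-transferred onto Tsg101 binding domain (10 uM final) in HEPES pH 7.5 buffer, then FITC-PTAP peptide was added at 50 nM final. After 20 min at RT, polarization reported peptide displacement across a qHTS concentration series.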
uPA surface inh: blocks generation of uPA at the cell surface; cell surface uPA generation assay, qHTS; Potency, µM (series often up to 38.3 µM), without a hit: top-dose activity change, negative = inhibition, usual class: inhibitors; hit rate 0.31% among 330,000; AID 540303; active = well fitted inhibition curve with a large enough effect; inconclusive = small, poorly fitted or top-dose-only effect; inactive = no such curve, though single readings can be large or run the other way; tested in mouse RAW 264.7 cells; note: potency is the fitted concentration of half-maximal effect; % is set by controls: 0 for no effect and ±100 for the full control effect; nearly all actives have a fitted effect of over 55% in size
S-ASM inh: human S-ASM enzyme inhibition; P17405; placental ASM, HMU-PC fluorogenic substrate, 60 min; Potency, µM (top dose mostly 57.5 µM), for inactives: at the highest dose activity change, negative = inhibition, hits mostly inhibitors; hit rate 0.006% among 340,000; note: potency is the fitted concentration of half-maximal effect
Target sequence (P17405 47-631 limits assumed): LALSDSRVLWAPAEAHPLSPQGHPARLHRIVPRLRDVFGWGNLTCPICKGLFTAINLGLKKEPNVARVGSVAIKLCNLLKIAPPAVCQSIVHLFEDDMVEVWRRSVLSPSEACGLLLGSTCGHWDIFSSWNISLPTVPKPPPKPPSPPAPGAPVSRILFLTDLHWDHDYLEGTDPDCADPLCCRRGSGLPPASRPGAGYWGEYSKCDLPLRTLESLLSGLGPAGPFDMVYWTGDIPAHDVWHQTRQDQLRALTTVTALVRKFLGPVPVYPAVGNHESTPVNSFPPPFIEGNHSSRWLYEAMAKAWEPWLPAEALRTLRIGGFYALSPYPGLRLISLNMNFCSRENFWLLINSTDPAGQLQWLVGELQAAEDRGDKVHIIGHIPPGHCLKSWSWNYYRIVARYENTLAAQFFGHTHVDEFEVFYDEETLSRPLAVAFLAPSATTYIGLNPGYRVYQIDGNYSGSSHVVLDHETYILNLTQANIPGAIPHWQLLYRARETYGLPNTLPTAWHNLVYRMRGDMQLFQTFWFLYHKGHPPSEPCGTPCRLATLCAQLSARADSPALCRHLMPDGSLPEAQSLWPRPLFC
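Fluorescence read-out (Ex 386 nm, Em 447 nm) after stopping the reaction at pH 10. Enzyme: ASM from human placenta; substrate HMU-PC0, 9 uM final; 60 min, 37 °C. Compound preincubation 10 min, ambient temperature.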
Integrin act MD: activators of alpha7 integrin expression for muscular dystrophy. hit rate 0.064% among 350,000. AID 624291. Potency, µM (doses to about 38.3 µM), inactives show at the highest dose activation, hits mostly activators. alpha7betagal myoblasts, beta-gal FDG fluorescence, 48 h;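 note: potency is the fitted concentration of half-maximal effect; 100% = response of the positive control SU9516; nearly all actives have a fitted effect of over 60% in size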
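alpha7betagal+/- myoblasts (passage 13, 250/well) treated 48 h at 37C with compounds at 1:260 dilution of DMSO stock. Lysed, then beta-galactosidase activity read as FDG fluorescence (ex 480/em 540) after 30 min, with pre-read for autofluorescence.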
B2AR arrestin: recruits beta-arrestin to the human beta2-adrenergic receptor | P07550 | beta-arrestin recruitment to beta2AR, cell-based reporter | Potency, µM (highest dose often 46.1 µM), without a hit: at the highest dose activation, hits mostly activators | hit rate 0.02% among 330,000 | AID 492947;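 note: potency is the fitted concentration of half-maximal effect; 0% = DMSO controls and full agonism = EC100 isoproterenol or metaproterenol; nearly all actives have a fitted effect of over 65% in size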
* = called active by the depositor; ? = inconclusive; . = no result given; [ ] = another dose, or the depositor's remark. Unless noted, calls come from the whole dose curve; as a rule, active = well fitted curve in the direction sought with a large enough effect; inconclusive = small, poorly fitted or top-dose-only effect, or another doubt; inactive = no such curve, though single readings can be large; an effect the other way counts as inactive or inconclusive.

SMILES	BRCA1 expr up	p53 reactivation	USP2a inh	ELG1 genotoxic	TRPV1 agonist	Eya2 inh	PTAP TSG101 blk	uPA surface inh	S-ASM inh	Integrin act MD	B2AR arrestin
Cc1ccc(S(=O)(=O)N2CCCCC2)cc1NC(=O)COC(=O)c1ccc2c(c1)OCO2	-3%	0%	2%	-2%	-5	-2%	-2%	-1%	1%	12%	-0.6%
O=C(NCc1ccc(Cl)cc1)C1CCN(S(=O)(=O)c2cccnc2)CC1	-2%	-4%	4%	-3%	9	4%	-3%	0%	-2%	7%	-1.1%
CCCn1nc(C(=O)NC2CCCc3ccccc32)c2ccccc2c1=O (centres undefined)	-33%	-15%	2%	-5%	11	-9%	-2%	-5%	-23%	-14%	0.4%
CCCCCCCN1CCN=C1N(C)C	-34%	0%	0%	-19%	-4	-6%	.	-9%	6%	-12%	-0.2%
Cc1sc2ncn(CC(=O)N3CCN(c4ccccc4)CC3)c(=O)c2c1S(=O)(=O)N1CCOCC1	-15%	-7%	-1%	8%	2	15%	-5%	1%	-3%	0%	-0.2%
O=C(COc1ccccc1[N+](=O)[O-])N/N=C/c1ccncc1	68%	1%	4%	-24%	2	3%	-5%	2%	4%	-21%	-0.2%
CC(OC(=O)Cc1c(F)cccc1Cl)C(=O)NC1(C#N)CCCCC1 (centres undefined)	-10%	-5%	1%	0%	19	7%	0%	7%	-5%	0%	-0.3%
C#CCNc1c2c(nc3nnnn13)CCCC2	-12%	-5%	1%	-1%	4	-3%	-1%	6%	-3%	10%	0.3%
CCCCCC(=O)N(O)C1CC(=O)N(c2ccccc2)C1=O (centres undefined)	-33%	-13%	2%	15%	-1	-9%	0%	-17%	0%	-10%	0.0%
C/C(CC(=O)Nc1cc(C)ccn1)=N\NC(=O)C(=O)Nc1cccc(C)c1	?	21%	2%	13%	-3	-5%	2%	1%	5%	40%	-1.3%
CC(=O)N1CCN(C(=O)c2ccc(OC3CCN(Cc4ccccn4)CC3)cc2)CC1	0%	-2%	-2%	2%	8	8%	-1%	16%	-4%	24%	-2.6%
C=CCc1cc(C)ccc1OCCCn1ccnc1	-32%	-18%	-6%	1%	2	-8%	-5%	0%	3%	23%	-0.5%

A draw from above in order of molar mass, ascending:
SMILES	BRCA1 expr up	p53 reactivation	USP2a inh	ELG1 genotoxic	TRPV1 agonist	Eya2 inh	PTAP TSG101 blk	uPA surface inh	S-ASM inh	Integrin act MD	B2AR arrestin
CCCCCCCN1CCN=C1N(C)C	-34%	0%	0%	-19%	-4	-6%	.	-9%	6%	-12%	-0.2%
C#CCNc1c2c(nc3nnnn13)CCCC2	-12%	-5%	1%	-1%	4	-3%	-1%	6%	-3%	10%	0.3%
C=CCc1cc(C)ccc1OCCCn1ccnc1	-32%	-18%	-6%	1%	2	-8%	-5%	0%	3%	23%	-0.5%
O=C(COc1ccccc1[N+](=O)[O-])N/N=C/c1ccncc1	68%	1%	4%	-24%	2	3%	-5%	2%	4%	-21%	-0.2%
CCCCCC(=O)N(O)C1CC(=O)N(c2ccccc2)C1=O (centres undefined)	-33%	-13%	2%	15%	-1	-9%	0%	-17%	0%	-10%	0.0%
CCCn1nc(C(=O)NC2CCCc3ccccc32)c2ccccc2c1=O (centres undefined)	-33%	-15%	2%	-5%	11	-9%	-2%	-5%	-23%	-14%	0.4%
CC(OC(=O)Cc1c(F)cccc1Cl)C(=O)NC1(C#N)CCCCC1 (centres undefined)	-10%	-5%	1%	0%	19	7%	0%	7%	-5%	0%	-0.3%
O=C(NCc1ccc(Cl)cc1)C1CCN(S(=O)(=O)c2cccnc2)CC1	-2%	-4%	4%	-3%	9	4%	-3%	0%	-2%	7%	-1.1%
Cc1sc2ncn(CC(=O)N3CCN(c4ccccc4)CC3)c(=O)c2c1S(=O)(=O)N1CCOCC1	-15%	-7%	-1%	8%	2	15%	-5%	1%	-3%	0%	-0.2%

Compound profiles, from the list above. Screens in order: BRCA1 expr up	p53 reactivation	USP2a inh	ELG1 genotoxic	TRPV1 agonist	Eya2 inh	PTAP TSG101 blk	uPA surface inh	S-ASM inh	Integrin act MD	B2AR arrestin
Entry for O=C(NCc1ccc(Cl)cc1)C1CCN(S(=O)(=O)c2cccnc2)CC1 : -2%	-4%	4%	-3%	9	4%	-3%	0%	-2%	7%	-1.1%
Entry for CC(=O)N1CCN(C(=O)c2ccc(OC3CCN(Cc4ccccn4)CC3)cc2)CC1 : 0%	-2%	-2%	2%	8	8%	-1%	16%	-4%	24%	-2.6%

Looked up above:
Result for C#CCNc1c2c(nc3nnnn13)CCCC2 in PTAP TSG101 blk: -1%
Result for C/C(CC(=O)Nc1cc(C)ccn1)=N\NC(=O)C(=O)Nc1cccc(C)c1 in Integrin act MD: 40%

Remaining list, next part
SMILES	BRCA1 expr up	p53 reactivation	USP2a inh	ELG1 genotoxic	TRPV1 agonist	Eya2 inh	PTAP TSG101 blk	uPA surface inh	S-ASM inh	Integrin act MD	B2AR arrestin
COC(=O)c1ccc(N2CCN(S(=O)(=O)c3c(C)cc(C)cc3C)CC2)c([N+](=O)[O-])c1	-7%	-3%	-2%	1%	4	-7%	-1%	2%	-5%	-4%	-0.2%
COc1ccc(S(=O)(=O)N2CCN(C(=O)NCc3ccc(C)cc3)CC2)cc1	-1%	-3%	2%	-3%	?	6%	-6%	1%	0%	2%	-0.7%
CCCc1cc(-n2cnc3ccccc32)n2c(nc3ccccc32)c1C#N	-19%	-1%	6%	-9%	2	2%	-5%	-10%	26%	6%	0.0%
CCn1c(SCC(=O)N/N=C/c2cc(OC)c(OC)c(OC)c2)nc2ccccc21	-39%	-2%	0%	-2%	-3	-2%	-7%	2%	-1%	-4%	-2.5%
Cc1ccc(S(=O)(=O)CC(=O)N2CCOCC2)cc1	26%	4%	0%	-1%	2	6%	-1%	-4%	-1%	?	0.2%
Cc1csc(NC(=O)CSc2nnc(-c3ccc(Cl)cc3)n2N)n1	1%	14%	-1%	1%	20	5%	5%	.	2%	17%	-0.8%
CN(C(=O)COC(=O)C1COc2ccccc2O1)c1c(N)n(Cc2ccccc2)c(=O)[nH]c1=O (centres undefined)	17%	-3%	1%	0%	2	14%	2%	-2%	7%	-31%	0.0%
Cc1ccnc(NC(=O)CCS(=O)(=O)c2ccccc2)c1	74%	?	1%	7%	0	-3%	-2%	0%	3%	-14%	6.4%
CC(=O)Nc1ccc(Nc2cc(C)c3ccccc3n2)cc1	0%	.	-1%	-5%	-2	1%	2%	-9%	92%[activator]	1%	0.1%
O=C(NCc1cccnc1)C1c2ccccc2C(=O)N1C1CCCCCCC1 (centres undefined)	0%	-5%	0%	-1%	0	7%	-1%	.	4%	-1%[7.66 µM]	-0.3%
O=C(NCc1cccnc1)C(=O)Nc1nccs1	.	2%	2%	-4%	-3	5%	.	.	.	.	-0.1%
COc1ccc(Cl)cc1-c1nc(SCC(=O)NC(C)(C)C)n[nH]1	4%	-4%	2%	-7%	0	-2%	-1%	0%	1%	10%	-0.5%
O=C(OCC#CCSc1nc2ccccc2o1)c1ccco1	51%	?	1%	?	3	-9%	.	-5%	-1%	-17%	-0.2%
C=CCn1c(SCC(=O)Nc2ccc(OC)cc2)nnc1-c1cnccn1	4%	0%	4%	1%	0	6%	-1%	6%	-1%	-9%	0.3%
O=C(CN1CCc2ccccc21)NCc1ccc2c(c1)OCO2	21%	4%	2%	1%	9	6%	1%	-11%	2%	11%	-0.5%
COc1cccc(NC(=O)Cn2c(SCC(=O)N3CCOCC3)nc3ccccc32)c1	-7%	-3%	0%	-2%	28	-16%	-5%	.	4%	0%[7.66 µM]	-0.1%
CCCCn1c(CCCNC(=O)CC)nc2ccccc21	-8%	7%	-3%	-3%	3	8%	-4%	4%	9%	16%	-0.6%
COc1cccc2c1cc1c(=O)n(CC(=O)N3CCC(C)CC3)nc(C)n12	-28%	-4%	3%	2%	2	-5%	-4%	10%	4%	-16%	0.4%
COc1ccccc1NC(=O)C(=O)Nc1ccccn1	23%	7%	1%	?	4	0%	-6%	?	-2%	-2%	1.0%
O=C(Nc1nc(-c2cccs2)c(C(=O)C(F)(F)F)s1)c1ccccc1	-30%	?	4%	-1%	17	-1%	-5%	-19%	-11%	27%	-1.0%
O=C1CNC(=S)N1Cc1ccc(Cl)cc1	16%	3%	3%	-1%	7	-25%	-7%	1%	-2%	13%	-1.1%
CCCCN1C(=O)N(c2nnc(C(C)(C)C)s2)C(O)C1c1ccc(C)cc1 (centres undefined)	2%	6%	-1%	-5%	?	?	-5%	10%	-6%	6%	0.5%
